CYP2C9 inhib: human CYP2C9 inhibition | P11712 | CYP2C9 Supersomes, luciferin-H conversion, luminescence | inhibition, % at 5 µM | actives 20% (n = 96,000) | AID 777;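 active means blocking of liver enzyme CYP2C9 beyond about 50% at 5 µM, limit read from the data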; further: values of inactives mirror those of a sister screen read the other way
E coli WT exp: growth inhibitors of E. coli BW25113 wild type. OD600 absorbance. growth inhibition, % at 100 µM. actives 0.15% (n = 98,000);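 active means growth inhibition above about 50% at one test dose, limit read from the data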;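 further: growth measured after 20 h incubation at 37 °C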
PostGolgi ctrl: yeast control strain growth, post-Golgi counter-screen. actives 5% (n = 98,000). inhibition, % at 10 µM. efflux-deficient yeast background strain, growth absorbance A615, 16 h
hDAT+cocaine: human DAT dopamine uptake with cocaine, either direction; Q01959; LLC-PK1 hDAT cells, [14C]-dopamine uptake with cocaine IC80; actives deviate in either direction; B-score at 10 µM; AID 449768; actives 1.3% (n = 110,000);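 active means Z score or B-score, a plate-position-corrected score, falls beyond the plate's 99.7% confidence bounds, in either direction; inactive means both scores lie inside the 99.7% bounds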;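 further: scored against the spread of the other compound wells on the same plate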
CYP2C9 act: CYP2C9 (human) activation | P11712 | recombinant CYP2C9, luciferin-H conversion, luminescence; stronger effect = higher value; factor 1 = untreated enzyme, 0 = blocked | activation factor at 5 µM | actives 1.4% (n = 96,000) | AID 1024;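 active means activation factor of 2 or more for CYP2C9 at a 5 µM dose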;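 further: 0 = sulfaphenazole-blocked wells and 1 = vehicle-only wells; values of inactives mirror those of a sister screen read the other way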
PTPN22 act: LYP (human) phosphatase activation; AID 697; activation, % at 2 µM; actives 0.11% (n = 96,000); recombinant LYP, DiFMUP fluorescence; 0 = plate median, 100 = signal doubled;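 active means activation at 2 µM above a set limit, the mean plus 5 SD, cut at about 37% in these data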
PTPN22 inh 2: blocks human PTPN22 phosphatase activity. Q9Y2R2. recombinant LYP catalytic domain, DiFMUP fluorescence. inhibition, % at 2 µM. actives 0.21% (n = 96,000). AID 640;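 active means inhibition at 2 µM at or above a set limit, the screen mean plus 3 SD, cut at about 24% in these data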;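 further: 0% = DMSO with enzyme and 100% = enzyme fully blocked by orthovanadate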
PostGolgi yeast: growth inhibition of a yeast mutant, post-Golgi transport screen | inhibition, % at 10 µM | post-Golgi transport phenotypic cell assay | AID 739 | actives 0.9% (n = 98,000);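 further: yeast cells grown in 1536-well plates; yeast grown about 18 h at 30C before absorbance read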
PTK2B oligo ant: Pyk2 (human) oligomerization antagonism; Q293 cells, Pyk2 FERM NanoBiT luminescence; stronger effect = lower value; z-score (the deposit names both 25 µM and 10 µM); actives 0.83% (n = 99,000);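 active means Z-score of -3 or lower, scaled per plate to the spread of control and sample wells; inactive means z-score above -3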;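 further: negative z-score means lost luminescence so less FERM oligomerization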
Target sequence (Q14289 whole entry, looked up): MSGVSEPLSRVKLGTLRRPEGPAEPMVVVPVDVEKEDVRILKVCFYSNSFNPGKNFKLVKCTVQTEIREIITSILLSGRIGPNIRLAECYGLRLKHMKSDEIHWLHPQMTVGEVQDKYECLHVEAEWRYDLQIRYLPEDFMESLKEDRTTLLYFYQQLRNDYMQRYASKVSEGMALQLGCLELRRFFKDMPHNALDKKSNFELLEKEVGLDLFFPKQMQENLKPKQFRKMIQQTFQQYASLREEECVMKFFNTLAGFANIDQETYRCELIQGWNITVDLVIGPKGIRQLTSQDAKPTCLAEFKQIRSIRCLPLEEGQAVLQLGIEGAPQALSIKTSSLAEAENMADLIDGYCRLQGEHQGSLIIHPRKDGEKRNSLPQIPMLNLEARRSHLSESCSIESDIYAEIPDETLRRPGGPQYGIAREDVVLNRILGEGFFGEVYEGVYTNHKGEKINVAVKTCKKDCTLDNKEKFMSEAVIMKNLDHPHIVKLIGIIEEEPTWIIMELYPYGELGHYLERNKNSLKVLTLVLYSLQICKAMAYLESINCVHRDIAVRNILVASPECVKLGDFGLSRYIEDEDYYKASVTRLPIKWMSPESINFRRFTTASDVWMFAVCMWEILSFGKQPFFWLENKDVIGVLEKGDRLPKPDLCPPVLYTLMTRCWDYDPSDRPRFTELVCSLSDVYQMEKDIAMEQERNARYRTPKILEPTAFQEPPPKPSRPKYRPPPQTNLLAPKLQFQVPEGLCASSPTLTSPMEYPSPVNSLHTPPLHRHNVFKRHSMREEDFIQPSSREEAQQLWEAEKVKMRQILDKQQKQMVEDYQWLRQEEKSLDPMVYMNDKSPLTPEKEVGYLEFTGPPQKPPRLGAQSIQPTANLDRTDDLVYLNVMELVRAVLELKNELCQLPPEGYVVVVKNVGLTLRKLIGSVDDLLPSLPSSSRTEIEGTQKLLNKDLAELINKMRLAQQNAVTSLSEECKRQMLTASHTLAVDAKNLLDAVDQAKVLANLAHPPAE
Numbers without * were called inactive; / = no result given. Unless noted, no stated cut-off is given here; in the data, active means inhibition above about 30%; inactive means the rest.

SMILES	CYP2C9 inhib	E coli WT exp	PostGolgi ctrl	hDAT+cocaine	CYP2C9 act	PTPN22 act	PTPN22 inh 2	PostGolgi yeast	PTK2B oligo ant
CC(C)N(Cc1nc(-c2ccc(Cl)cc2)no1)C(=O)C12CC3CC(CC(C3)C1)C2	4	-12	-6	1.2	1	2	-7	-4	1.8
Cn1nnnc1SCC(=O)N1CCCc2ccccc21	/	/	/	0.04	/	6	-6	/	0.59
CN(Cc1ccccc1)S(=O)(=O)c1ccc2c(c1)n(C)c(=O)n2C	4	-1	13	0.74	1	-9	13	1	0.41
Cc1ccc(NC(=O)CCn2nc(C)cc2C)cc1	-14	4	3	0.77	1.1	-2	1	3	0.4
COC(=O)c1c(C(C)=O)cnc2ccc(Br)cc12	-9	-6	6	-0.57	1.1	0	-2	2	-1.1
CCCNC(=O)CSc1nnc(-c2ccco2)n1C	6	9	-3	-0.6	0.9	5	-8	8	2.3
O=C(NC1=NCCS1)C12CC3CC(C1)CC(C(=O)NC1=NCCS1)(C3)C2	6	3	-2	-1.6	0.9	6	-11	6	-1.2
Cc1ccc(C(C#N)N2CCOCC2)cc1 (centres undefined)	/	-5	17	0.38	/	6	-9	1	-0.1
Cc1ccccc1-c1nnc(SCC(=O)NC2CCCCC2)o1	/	-2	3	-0.17	/	3	-4	-3	1.2
CCCCCC1CC(CC#CCN2CCOCC2)C(=O)O1 (centres undefined)	/	-11	6	-0.0089	/	/	/	5	0.04
Cn1c(-c2cccc(OCc3ccccc3)c2)nc2c1c(=O)[nH]c(=O)n2Cc1ccccc1	54*	-6	0	-0.11	0.5	-13	15	0	-0.71
O=C(NC1CCCC1)C1CC(=O)N(C2CCCCCCC2)C1 (centres undefined)	-9	9	15	0.25	1.1	3	-3	14	-0.15
CCN(CC)S(=O)(=O)c1ccc2c(c1)c(=O)c(C(=O)N1CCc3ccccc3C1)cn2C	26	-6	15	0.8	0.7	/	/	-5	-0.12
O=C(NCCc1cn2ccsc2n1)C1CCCCC1	10	7	0	0.078	0.9	-6	6	-2	/
Cn1c(O)c(C2=c3ccccc3=NC2=O)sc1=Nc1ccc(Cl)cc1	/	/	/	0.22	/	-8	0	/	-2.2
CN1CCN(/C(=N\O)c2nonc2N)CC1	-2	5	6	/	1	4	-6	28	1.5
CN(C(N)=S)c1ccccc1	0	-4	8	-1.1	1	-12	15	-2	0.11
CN1CCN(CCCNC(=O)Cn2ncc3c4ccccc4n(C)c3c2=O)CC1	/	-6	10	0.84	/	0	-1	6	/
COCc1cc(C)nc(Nc2ccccc2C)c1C#N	-1	1	1	0.046	1	-26	26*	-5	0.57
COc1ccc(-c2cc(N)n(S(=O)(=O)Cc3ccccc3)n2)c(OC)c1	/	-8	13	1.8	/	/	/	2	/

A few values from the list.
For PostGolgi yeast, `COc1ccc(-c2cc(N)n(S(=O)(=O)Cc3ccccc3)n2)c(OC)c1` has 2
For CYP2C9 inhib, `COCc1cc(C)nc(Nc2ccccc2C)c1C#N` has -1

New compounds follow:
SMILES	CYP2C9 inhib	E coli WT exp	PostGolgi ctrl	hDAT+cocaine	CYP2C9 act	PTPN22 act	PTPN22 inh 2	PostGolgi yeast	PTK2B oligo ant
CN(CC(=O)Nc1cccc2c1CCCC2)S(=O)(=O)c1ccccc1	-128	-2	12	-0.62	2.3*	5	0	-17	-0.93
COc1ccc(NC(=O)CSc2nc(N)c(-c3ccccc3)c(=O)[nH]2)cc1	3	-12	3	1	1	1	-4	-2	1.8
CCOc1cc(/C=N/NC(=O)Cn2nc([N+](=O)[O-])cc2C)cc(Br)c1OCc1ccccc1F	28	-10	3	0.96	0.7	-14	14	-3	0.44
C/C(=N\NC(=O)c1ccc(Cl)cc1)c1cccc(NC(=O)C(C)C)c1	-8	0	2	0.68	1.1	6	-2	-1	-0.17
Cc1c(C(=O)NC(C)c2ccccc2)c(-c2ccccc2)nn1-c1ccccc1 (centres undefined)	2	-4	16	-0.05	1	-10	13	-11	-0.94
COC(=O)C1CSc2[nH]c(=O)sc2C1c1ccc(OC)c(OC)c1 (centres undefined)	22	9	-13	0.47	0.8	15	-13	2	0.76
COc1ccccc1-c1c(NC(=O)c2ccco2)n(-c2ccccc2)nc(C)c1=O	9	-1	10	-1.6	0.9	5	-6	4	/
Cc1ccc(S(=O)(=O)Cc2ccc(C(=O)N3CCN(c4cc(C)ccc4C)CC3)o2)cc1	6	-17	37*	-0.85	0.9	1	-2	-2	0.19
Cc1ccc(C2CC(=O)Nc3cc4c(cc32)OCO4)o1 (centres undefined)	26	4	21	1	0.7	-4	3	4	0.62
CC1(C)NC(=O)N(CC(O)CN2C(=O)NC(C)(C)C2=O)C1=O	1	7	-8	0.0076	1	-1	0	3	0.52
O=C(NCCNS(=O)(=O)c1cccc(C(F)(F)F)c1)c1cc(OCC(F)(F)F)ccc1OCC(F)(F)F	16	-2	2	0.067	0.8	-9	13	-4	0.83
Cc1cc(C)n(-c2nnc(C)n2/N=C/c2cc(Br)ccc2OCc2ccccc2)n1	37	7	29	1.4	0.6	2	-3	0	-1.1
CN(C)S(=O)(=O)c1ccc2c(c1)C(CC(=O)O)OC2=O (centres undefined)	-1	5	-7	-0.21	1	0	-3	-1	0.78
COc1ccc(-c2nnc(NC(=O)c3ccc(S(=O)(=O)N4CCCc5ccccc54)cc3)o2)cc1	54*	-7	20	/	0.5	-10	10	2	-3.7*
CCCN(CCO)Cc1ccc(F)c(Br)c1	17	3	6	0.37	0.8	1	-2	-1	-0.35
CCCCOc1ccc(/C=N/NC(=O)c2csc(C)c2C)cc1	60*	-7	35*	1	0.4	-1	2	-2	-2
CCCOC(=O)c1ccc(NC(=O)c2cn(CC)c3nc(C)ccc3c2=O)cc1	11	-2	3	/	0.9	-7	10	-2	/
COc1ccc(CCN2C(=O)c3[nH]nc(-c4ccccc4O)c3C2c2ccc(C)cc2)cc1OC (centres undefined)	58*	1	7	0.023	0.4	0	-3	14	-2.6
CC(C)OC(=O)c1cccnc1SCC(=O)N(C)c1ccccc1	34	-3	14	0.077	0.7	-5	5	9	0.88
O=C1CCCCC(=O)N(c2ccccc2)c2ccccc21	-12	3	32*	-0.18	1.1	9	-12	7	1.3
COc1ccc2c(c1)[nH]c(=O)c1sc3ccccc3c12	37	-3	14	0.12	0.6	-10	15	-2	-1.4
Cc1oc2ccc(O)c(CN3CCOCC3)c2c1C(C)O (centres undefined)	/	/	/	0.012	/	7	-15	/	0.79
CC1CCN(C(=O)C2CC(c3ccc(F)cc3)=NO2)CC1 (centres undefined)	3	6	11	1.3	1	-2	0	-9	-0.06
Cc1ccc(-c2nnc(-c3ccccc3S(=O)(=O)Cc3ccc(Cl)cc3)o2)cc1	46	-17	22	-0.14	0.5	-7	10	/	-0.59
Cc1ccccc1NC(=O)c1sc2nc3c(c(-c4ccco4)c2c1N)CCC3	12	-8	7	0.78	0.9	-3	5	0	-0.38
CCOc1ccc(N(C(C)C(=O)NC2CCCCCC2)S(C)(=O)=O)cc1 (centres undefined)	27	4	-9	-0.075	0.7	1	2	-9	0.21
CC(=O)c1cc(C#N)c(SCc2ccc(F)cc2)nc1C	30	-6	10	-0.16	0.7	3	-2	14	-0.96
CC(=O)Nc1ccc(S(=O)(=O)c2ccc(N)cc2)cc1N	-34	-3	6	-0.21	1.3	1	-4	1	/
Cc1cc(C(=O)OCC(=O)c2ccc3c(c2)OCCO3)c(C)o1	40	-4	-11	0.072	0.6	-8	8	20	-0.12
CC(Oc1cc(C(F)(F)F)cc(C(F)(F)F)c1)C(=O)NC(N)=O (centres undefined)	-21	1	0	-0.73	1.2	-5	4	-4	-0.7
COc1cccc(NC(=S)/C(=C(\[O-])c2ccc(C)c([N+](=O)[O-])c2)[n+]2ccccc2)c1	45	0	20	0.21	0.5	-9	12	11	0.41
CCOc1cc(/C=C(/C#N)c2nc3ccccc3[nH]2)ccc1Oc1ccc([N+](=O)[O-])cn1	13	1	2	-0.68	0.9	33	-36	1	-2.6
Cc1cc(NC(=O)CSc2nc3ccccc3n2CC(=O)N2CCCCC2)no1	25	0	7	-0.34	0.8	11	-11	9	0.43
CN(C1CCCCC1)S(=O)(=O)Cc1ccccc1	16	13	3	0.043	0.8	/	/	0	0.27
CS(=O)(=O)Nc1ccc2c(c1)nc1n2CCOC1	-3	9	4	-0.025	1	-2	2	-3	-0.23
COc1ccc(C(=O)/C=C(/C)N(C)C)cc1	0	5	5	0.39	1	1	-3	-7	0.49
CCOC(=O)c1c(NCC(C)C)c2ccccc2[nH]c1=O	20	7	12	-0.031	0.8	1	2	7	-0.15
COc1ccc(N(CC(=O)Nc2cc(C)ccc2C)S(=O)(=O)c2c(C)nn(C)c2C)cc1	29	-8	2	/	0.7	/	/	-2	/
O=C(NCCO)c1cccc(S(=O)(=O)N2CCCCC2)c1	-14	10	-1	0.058	1.1	-4	1	-1	0.06
CCOC(=O)N1CCN(CCC(=O)Nc2ccc(Br)cc2)CC1	95*	8	12	-0.0054	0.1	-16	18	-5	0.54
COc1ccc(NC(=O)C2CCN(C(=O)c3ccc(OC)cc3)CC2)cc1	0	4	9	-0.8	1	5	-4	15	1.5
CC(C)(C)c1[nH]nc2c1C(c1ccncc1)C(C#N)=C(N)O2 (centres undefined)	72*	-2	2	-0.47	0.3	5	-11	2	0.29
Cc1[nH]n(-c2cccc3ccccc23)c(=O)c1/C=N/c1sc2c(c1C#N)CCC2	-14	0	3	0.45	1.1	-10	8	3	0.13
Cc1nn(-c2ccc(Cl)cc2)c2[nH]c(=O)c(CNCc3ccc4c(c3)OCO4)cc12	56*	3	11	-0.63	0.4	1	-4	11	-2.1
CC(C)Cn1c(-c2cccs2)nc2ccccc21	-1	10	19	2.1	1	-6	5	4	-0.37
O=C(Nc1scc(-c2ccccc2)c1C(=O)O)c1ccco1	12	7	1	1.5	0.9	5	-4	-2	0.47
COc1ccccc1CNC(=O)Cn1cc2c(n1)CCCC2	-36	11	20	0.33	1.4	/	/	-5	/
O=C(NCN1CCN(c2ccccc2F)CC1)c1ccccc1	21	2	-1	-0.36	0.8	2	-4	-4	1
CCOC(=O)N1CCN(C(=O)CSc2nnc(Cc3ccccc3)o2)CC1	6	6	0	0.026	0.9	/	/	2	/
Cc1onc(-c2ccccc2Cl)c1C(=O)N1CCc2ccccc21	34	4	34*	-0.63	0.7	4	0	-2	-1.1

Filtered by structure, those above containing two or more sulfur atoms (two)
SMILES	CYP2C9 inhib	E coli WT exp	PostGolgi ctrl	hDAT+cocaine	CYP2C9 act	PTPN22 act	PTPN22 inh 2	PostGolgi yeast	PTK2B oligo ant
O=C(NC1=NCCS1)C12CC3CC(C1)CC(C(=O)NC1=NCCS1)(C3)C2	6	3	-2	-1.6	0.9	6	-11	6	-1.2
COC(=O)C1CSc2[nH]c(=O)sc2C1c1ccc(OC)c(OC)c1 (centres undefined)	22	9	-13	0.47	0.8	15	-13	2	0.76

Further compounds:
SMILES	CYP2C9 inhib	E coli WT exp	PostGolgi ctrl	hDAT+cocaine	CYP2C9 act	PTPN22 act	PTPN22 inh 2	PostGolgi yeast	PTK2B oligo ant
Cc1cc(C)nc(NS(=O)(=O)c2ccc(NC(=O)NC3CCCCC3)cc2)n1	22	2	-3	-0.25	0.8	1	-6	-3	1.5
Nc1cccc(S(=O)(=O)NC2=NCCC2)c1	-25	5	-11	0.64	1.2	-10	8	-8	-0.77
COc1cc(/C=C2\N=C3CCCCCN3C2=O)ccc1O	19	5	6	1	0.8	-3	1	12	-1.4
CCOC(=O)N1CCN(C(=O)c2ccc3nc(C)sc3c2)CC1	28	-7	5	0.12	0.7	3	-4	-3	1.6
CC(C)SCCCCOc1ccc2ccccc2c1	7	8	30	0.2	0.9	6	-2	-4	-0.13
CCC(C)(C)C1CCc2c(sc(NC(=O)c3ccoc3C)c2C(N)=O)C1 (centres undefined)	-16	-1	-11	-0.51	1.2	-2	5	13	0.47
COc1ccccc1CN(Cc1nc2ccccc2c(=O)[nH]1)C(=O)Nc1ccc(C)cc1	34	2	31*	-0.093	0.7	1	-4	4	-1.9
